# TDP1 cell CPT = growth inhibition of DT40 Tdp1-/-;hTDP1 cells with camptothecin (screen for TDP1 inhibitors) | chicken DT40 Tdp1-/-;hTDP1 cells + 20 nM CPT, ATP luminescence, 48 h | Potency, µM (series often up to 46.2 µM), for the others: top-dose activity change, negative = growth inhibition, most hits filed as inhibitors | 420,000 compounds, 12% hits; active means well fitted inhibition curve with a large enough effect; inconclusive means small, poorly fitted or top-dose-only effect; further: nearly all actives have a fitted effect of over 55% in size
#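 Chicken DT40 Tdp1-/- cells complemented with human TDP1, 400 cells/well, exposed to compounds plus 20 nM camptothecin for at least 48 h at 37 C; viability read as ATP content by CellTiter-Glo luminescence.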
# The depositor's hits bear a star; u = inconclusive; & = joins results of further samples; [ ] = dose if it differs, or a comment. On the % scale 0 is the no-effect control and ±100 the full control effect; potency means the concentration at half of the fitted maximal effect. Not all compounds are listed, so the mix of outcomes need not match the whole.
SMILES,TDP1 cell CPT
COc1cccc(NC(=O)C2(C)CCN2C(=O)Cc2cccc3ccccc23)c1 (centres undefined),u
COc1ccc(C(=O)N2CCCC(CO)C2)cc1OC1CCN(C(C)C)CC1 (centres undefined),-23%
C=C1CCC[C@]2(C)C[C@H]3OC(=O)[C@H](CNCCc4ccccc4OC)C3CC12 (some centres undefined),u
N[C@H](CCC(=O)N[C@H](CSN=O)C(=O)NCC(=O)O)C(=O)O,0%
CC(C)C[C@H]1CN([C@@H](Cc2ccc(O)cc2)CN2CCC[C@@H]2CN2C(=S)NC[C@@H]2Cc2ccccc2)C(=S)N1CCc1ccccc1,6.5µM*
CCOC(=O)[C@]12CCCC=C1N(CCc1ccc(OC)c(OC)c1)C(=O)[C@H](CC(=O)N1CCCC1)C2,12µM*
CN1[C@@H](COCc2ccccc2)C=CS1(=O)=O,u
Fc1cccc(Cc2c(C3CCCCC3)nc3ccc(Cl)cn23)c1,u
CC(C)C(=O)N1CCC1(C)C(=O)NCc1cc(Cl)ccc1F (centres undefined),-14%
CCOC1=C2CN(S(=O)(=O)c3ccc(C)cc3)[C@H](c3ccccc3)C[C@@H]2N(S(=O)(=O)c2ccc(C)cc2)[C@H](c2ccccc2)C1,-6%
Cc1cccc(CNC(=O)c2cnn(-c3ncc(C)c(-c4cccs4)n3)c2C2CC2)n1,-5%[9.04 µM]
COc1cccc(C2=Cc3ccc(F)cc3C(CC(C)=O)N2c2ccc(C#CC3(O)CCCCC3)cc2)c1 (centres undefined),u
O=[N+]([O-])c1cc(Br)c2c(c1)CCN2,3%
O=C(C=Cc1ccccc1F)c1ccccc1,u
CCNC(=O)N1C[C@H]2CON(C)[C@H]2C[C@H]1c1ccccc1Br,-11%
O=C(COC(=O)COc1ccc(Cl)cc1Br)NC1CCCC1,-18%
COc1ccccc1CCn1cnc(-c2ccc(Br)cc2)c1C(C)C,15µM*
CCOC(=O)[C@]12CCC=C1N(Cc1ccccc1)C(=O)[C@H](CC(=O)N1CCSCC1)C2,-25%
Cc1ccc(NC(=O)C2(C)CCN2C(=O)Cc2cc(F)ccc2F)cc1 (centres undefined),-21%
Cc1cc(Cl)ccc1-c1cc2nc(NCCCN(C)C)n(C)c(=O)c2s1,23µM*
Cc1cccc(S(=O)(=O)N(C)C[C@H]2OCc3cnnn3CCCC(=O)N([C@H](C)CO)C[C@@H]2C)c1,12%
CCc1ccc(S(=O)(=O)NCc2ccc(C(=O)NCCN(Cc3ccccc3)C(C)C)cc2)cc1,21µM*
COc1ccc(-c2cc(NC=O)c3ncc(-c4ccc(OC)c(OC)c4)n3c2)c(OC)c1,0.041µM*
O=C1C=C(OCCF)CC(c2ccc(Br)cc2)O1 (centres undefined),-10%
Cc1ccc(S(=O)(=O)NC[C@H]2O[C@@H](n3cnc4c(N)ncnc43)[C@H](O)[C@@H]2O)cc1,-29%

# Remaining list, next part.
SMILES,TDP1 cell CPT
Cc1ccccc1COc1cccn2c(N(C)C(=O)CCC3CCCC3)c(C)nc12,u
Cc1cccc(-c2ccc3[nH]c4c(c3c2)CCN2C[C@H]3[C@H](C)ON(C)[C@H]3C[C@@H]42)c1,u
Clc1ccc(-c2nc3ccc(Br)cn3c2Cc2ccccc2)cc1,23µM*
Cc1ccc([C@H]2C[C@H](O)[C@@H](n3cc(COC(=O)c4ccccc4)nn3)CN2Cc2cccs2)cc1,21µM*
CC(=O)c1ccc(-c2cc(F)cc3c2OC(CNC(=O)C(C)N2CCOCC2)C3)s1 (centres undefined),u
C[C@@H]1CN([C@@H](C)CO)C(=O)c2cc(NC(=O)C3CCCCC3)ccc2O[C@@H](C)CCCCO[C@@H]1CN(C)Cc1ccncc1,-20%
COc1ccc(N=C2SCC(=O)N2C)cc1,-10%
Fc1ccc(-c2nc3c4ccccc4ccn3c2Cc2ccsc2)cc1,15µM*
CCCCc1c(O)nc(SCC(=O)Nc2ccc(OC)cc2)n(-c2ccc(C)c(C)c2)c1=O,-5%
CC(C)(C(=O)N1CCC1(C)C(=O)NS(=O)(=O)c1cccc(C#N)c1)c1ccccc1 (centres undefined),0%
O=C1NC[C@H](CCCCN2C[C@H](Cc3ccc(O)cc3)N(Cc3ccccc3)C(=O)C2=O)N(CCc2ccc(O)cc2)C1=O,-7%
NNc1ccc([N+](=O)[O-])c2[nH][nH]c(=O)c12,-6%
COC(=O)c1c(NC(=O)C2COc3ccccc3O2)sc2c1CCN(C(=O)OC)C2 (centres undefined),16µM*
CCCOc1ccc(F)cc1-c1cc(C(=O)Nc2ccccc2)[nH]n1,1%
C[C@@H](C[C@H](N)C(=O)O)C(=O)O,-24%
Cc1c(C(=O)NC2CCCCCC2)sc2ncnc(NCC3CCCO3)c12 (centres undefined),-4%[9.04 µM]
COc1cc(NC(=O)CCc2c(C)noc2C)c(C(=O)O)cc1OC,0%
CCc1nc2c(OCCc3cccc(OC)c3)cccn2c1N(C)C(=O)c1ccc(C)cc1,u
O=C(NC1CCCC1)C(c1ccco1)N1CCC(O)(c2ccc(Cl)cc2)CC1 (centres undefined),23µM*
CCCNC(=O)C1(C)CCCN(C(=O)COCc2ccccc2)C1 (centres undefined),5%
Cn1cnc2c(F)c(Nc3ccc(Br)cc3Cl)c(C(=O)NOCCO)cc21,1%
O=CN1CCN(C(=O)Cc2ccc(Cl)cc2)CC1,0%
O=C(NCc1ccccc1Cl)c1ccc2nc([C@@H]3O[C@H](CO)[C@@H](O)[C@H]3O)[nH]c2c1,-2%
C[C@H](NC(=O)c1ncn2c1C(=O)NC[C@H]2C)C(=O)OC(C)(C)C,3%
COc1ccc(CN2C(=O)C(CC(=O)NCCCCc3ccccc3)CC(C(=O)N(C)C)=C2C)cc1 (centres undefined),u

# Remaining list, next part
SMILES,TDP1 cell CPT
C[n+]1cccc(NC(=O)c2ccccc2)c1,-10%
O=[N+]([O-])c1ccc(S(=O)(=O)N2CCN(c3ccccn3)CC2)cc1,5%
CCCCCCN1C[C@@H](n2cc(C3CC3)nn2)[C@H](O)C[C@@H]1c1ccc(Cl)cc1,u
COc1ccc(CCCNC(=O)C2Cc3c(-c4cccc(NC(C)=O)c4)ccnc3O2)cc1 (centres undefined),5.8µM*
CCCC(=O)N1CCC1(C)C(=O)NS(=O)(=O)c1ccc(C#N)cc1 (centres undefined),0%
Cc1ccc(OC2CCN(C(=O)[C@H]3O[C@@H](n4ccc(=O)[nH]c4=O)[C@H](O)[C@@H]3O)CC2)cc1,-14%
OC(c1ccccc1)c1nc(-c2cccc(C(F)(F)F)c2)cs1 (centres undefined),-16%
O=[N+]([O-])c1ccc(C=NN2CCNC2=S)o1,18µM*
COc1ccc(CCNC(=O)c2cc3ccc(Cl)cc3nc2N)cc1,u
CC1CN(C(=O)COC(=O)/C=C/c2ccccc2)CC(C)O1 (centres undefined),-12%
CCCN1CCC(C(=O)NC(c2ccc(F)cc2)c2ncccc2C)CC1 (centres undefined),u
COC(=O)[C@@]12C[C@@H](CC(=O)NCc3ccc(C)o3)C(=O)N(Cc3ccc4c(c3)OCO4)C1=CCC(C)(C)C2,21µM*
CCCCC(=O)N(C)c1c(CC)nc2c(OCCC)cccn12,-29%
CCCCCC(=O)N1C[C@@H](n2cc(COC(=O)c3ccccc3)nn2)[C@H](O)C[C@@H]1c1ccc(Cl)cc1,u
CC(C)CCC[C@@H](C)[C@H]1CC(=O)C2=C3CC[C@H]4C[C@@H](O)CC[C@]4(C)[C@H]3CC[C@@]21C,u
Cn1c(=O)c2c(-c3ccccc3)n(-c3ccccc3F)cc2n(C)c1=O,15µM*
CSc1ccc(NC(=O)C2(C)CCN2C(=O)C2(c3ccccc3)CC2)cc1 (centres undefined),18µM*
O=C(O)CNC(=O)CNC(=O)CNC(=O)CSC(=O)c1ccccc1,-1%
C[C@H](CO)N1C[C@H](C)[C@@H](CN(C)S(=O)(=O)c2ccc3c(c2)OCCCO3)OCc2cn(nn2)CCCC1=O,-16%
Cc1cccc(C)c1NC(=O)C(c1cc2ccccc2o1)N1CCN(C)CC1 (centres undefined),-13%
Cc1ccccc1OCCC(=O)OCC(=O)Nc1ccc(C)c(S(=O)(=O)N2CCCCC2)c1,-26%
COc1ccc(C(=O)c2[nH]c(N)c(C(=O)NCCc3c[nH]c4ccccc34)c2-c2ccc(C(F)(F)F)cc2)cc1,16µM*
Cc1ccc(CNS(=O)(=O)c2ccc(Cl)s2)cc1,u
O=C(O)c1ccc(COc2ccc([N+](=O)[O-])cc2Cl)cc1,-4%
CC1(Cc2ccc(F)cc2)C(=O)Nc2ccc(S(=O)(=O)NC3CCCCC3)cc21 (centres undefined),u

# Reformatted as tab-separated lines: entries from further up.
compound	TDP1 cell CPT
CCCCCCN1C[C@@H](n2cc(C3CC3)nn2)[C@H](O)C[C@@H]1c1ccc(Cl)cc1	u
COc1ccc(CCCNC(=O)C2Cc3c(-c4cccc(NC(C)=O)c4)ccnc3O2)cc1 (centres undefined)	5.8µM*
CCCC(=O)N1CCC1(C)C(=O)NS(=O)(=O)c1ccc(C#N)cc1 (centres undefined)	0%
Cc1ccc(OC2CCN(C(=O)[C@H]3O[C@@H](n4ccc(=O)[nH]c4=O)[C@H](O)[C@@H]3O)CC2)cc1	-14%
OC(c1ccccc1)c1nc(-c2cccc(C(F)(F)F)c2)cs1 (centres undefined)	-16%
O=[N+]([O-])c1ccc(C=NN2CCNC2=S)o1	18µM*
COc1ccc(CCNC(=O)c2cc3ccc(Cl)cc3nc2N)cc1	u
CC1CN(C(=O)COC(=O)/C=C/c2ccccc2)CC(C)O1 (centres undefined)	-12%
CCCN1CCC(C(=O)NC(c2ccc(F)cc2)c2ncccc2C)CC1 (centres undefined)	u
COC(=O)[C@@]12C[C@@H](CC(=O)NCc3ccc(C)o3)C(=O)N(Cc3ccc4c(c3)OCO4)C1=CCC(C)(C)C2	21µM*
CCCCC(=O)N(C)c1c(CC)nc2c(OCCC)cccn12	-29%
CCCCCC(=O)N1C[C@@H](n2cc(COC(=O)c3ccccc3)nn2)[C@H](O)C[C@@H]1c1ccc(Cl)cc1	u
CC(C)CCC[C@@H](C)[C@H]1CC(=O)C2=C3CC[C@H]4C[C@@H](O)CC[C@]4(C)[C@H]3CC[C@@]21C	u

# Further compounds:
SMILES,TDP1 cell CPT
CCCCCCCCCCCCCCCC(=O)OC[C@@H](NC(=O)C(Cl)Cl)[C@H](O)c1ccc([N+](=O)[O-])cc1,-2%
CCCCCC[C@@H](O)C/C=C\CCCCCCCC(=O)O,1%&0%&-5%
O=C(NCc1ccccc1)c1cc(C2CCCCN2S(=O)(=O)c2ccccc2)on1 (centres undefined),u
COc1ccc(C(N)c2csc(Nc3ccc(C(F)(F)F)cn3)n2)cc1 (centres undefined),u
CCCCn1nnnc1C(c1ccccc1)N1CCN(c2ccc(OC)cc2)CC1 (centres undefined),u
COc1ncnc2c1ncn2CCCNCC(C)c1ccccc1 (centres undefined),3%
COc1ccc(NC(=O)C2Cc3c(-c4ccccc4Oc4ccccc4)ccnc3O2)cc1OC (centres undefined),9.2µM*
CCCS(=O)(=O)NC(=O)C1(C)CCCN(C(=O)C(C)(C)Oc2ccc(Cl)cc2)C1 (centres undefined),-3%
COc1cccc(C(C)(O)c2nc(-c3cccc(C#N)c3)cs2)c1 (centres undefined),18µM*
Cc1ccc(S(=O)(=O)N2C[C@H]3n4c(=O)ccc(=O)n4C[C@H](OC(=O)NCc4ccco4)[C@@]3(O)C2)cc1,u
CCCNC(=O)c1cc(C2CCCCN2S(C)(=O)=O)on1 (centres undefined),-9%
CCCNC(=O)C1(C)CCCN(Cc2ccc(-c3ccccn3)cc2)C1 (centres undefined),16µM*
CC1(C)CC(=O)C=C(c2cccc(OC(=O)c3ccc(Br)cc3)c2)C1=O,-23%
C[C@H](O)C#Cc1ccc2c(c1)O[C@@H](CN(C)Cc1ccc(-c3ccccc3)cc1)[C@H](C)CN([C@@H](C)CO)S2(=O)=O,2.9µM*
COc1cccc(/C=C2\SC(=S)N(CCCC(=O)N3CCOCC3)C2=O)c1,18µM*
Cc1cc(S(=O)(=O)Nc2ccc(C(=O)NCCN3CCOCC3)cc2)ccc1F,-29%
CC(C)C[C@H]1CN([C@@H](Cc2ccc(O)cc2)CN2CCC[C@H]2CN2C(=O)C(=O)NC[C@@H]2Cc2ccc(O)cc2)C(=O)C(=O)N1CCc1ccccc1,-11%
COc1ccc(-n2nnnc2C(C2CC2)N2CCN(C/C=C/c3ccccc3)CC2)cc1 (centres undefined),u
COc1cc(=O)n2c(c1C(=O)N(C)Cc1nccs1)CCN(Cc1cc3ccccc3s1)CC2,-107%
C[C@H]1COc2cccc(N(C)CCO)c2S(=O)(=O)N1,2%
CN(C(=O)COc1ncnc2ccc(Br)cc12)C1CCCCC1,-4%
NC(c1csc(Nc2nncc3ccccc23)n1)C1CCCCC1 (centres undefined),5.8µM*
C[C@@H]1CCCCO[C@@H](CN(C)Cc2ccccc2)[C@@H](C)CN([C@H](C)CO)C(=O)c2cc(N(C)C)ccc2O1,-27%
CC1(c2ccc(Cl)cc2)NC(=O)N(CC(=O)Nc2ccc3c(c2)OCO3)C1=O (centres undefined),-19%
O=C(CCl)NC1(C(=O)O)CCCC1,5%

# More entries:
SMILES,TDP1 cell CPT
CCOC(=O)C1(C)CCCN(C(=O)c2cc(F)cc(F)c2)C1 (centres undefined),u
CCc1nc2c(OCc3ccccc3C(=O)OC)cccn2c1N(C)C(=O)c1cccs1,u
COC(=O)[C@]12CCCCC=C1N(Cc1ccc3c(c1)OCO3)C(=O)[C@H](CC(=O)NCCC(C)C)C2,u
COc1ccc(NC(=O)c2cc(C3CCCCN3C(=O)OCc3ccccc3)on2)c(C)c1 (centres undefined),u
CCOC(=O)C1CCN(C(=O)c2sc3ncn(CC(=O)N4CCCCC4)c(=O)c3c2C)CC1,-7%
O=C(NCc1cccs1)c1csc(COCCO)n1,4%
